# Bioassay records deposited in PubChem by National Center for Advancing Translational Sciences (NCATS).
# HTT aggregate = mutant huntingtin aggregation inhibition; Potency, µM (series often up to 46.1 µM), for the others: top-dose activity change, negative = inhibition, actives largely listed as inhibitors; AID 1688; PC12 HttQ103-GFP aggregates, Acumen cytometry, 40 h; 220,000 tested, 1.1% active; also: potency is read from the fitted curve at half-maximal effect; % is scaled to controls: 0 for no effect and ±100 for the full control effect; nearly all actives have a fitted effect of over 60% in size
#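 Compounds (qHTS titration) were added to PC12 cells expressing an ecdysone-driven HTT exon 1 Q103–GFP fusion after induction with 100 nM tebufenozide. Aggregate formation was measured as GFP objects in cell lysates.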
# CBFb-RUNX1 inh = CBF-beta/RUNX1 interaction disruption | Potency, µM (highest dose often 59.8 µM), for inactives: top-dose activity, negative = inhibition, hits mostly inhibitors | 230,000 tested, under 10 active | AlphaScreen CBFb-His/RUNX1-biotin binding, biochemical | AID 1477; also: % of control where 0% means no effect
# Target sequence (Q01196 whole entry, looked up): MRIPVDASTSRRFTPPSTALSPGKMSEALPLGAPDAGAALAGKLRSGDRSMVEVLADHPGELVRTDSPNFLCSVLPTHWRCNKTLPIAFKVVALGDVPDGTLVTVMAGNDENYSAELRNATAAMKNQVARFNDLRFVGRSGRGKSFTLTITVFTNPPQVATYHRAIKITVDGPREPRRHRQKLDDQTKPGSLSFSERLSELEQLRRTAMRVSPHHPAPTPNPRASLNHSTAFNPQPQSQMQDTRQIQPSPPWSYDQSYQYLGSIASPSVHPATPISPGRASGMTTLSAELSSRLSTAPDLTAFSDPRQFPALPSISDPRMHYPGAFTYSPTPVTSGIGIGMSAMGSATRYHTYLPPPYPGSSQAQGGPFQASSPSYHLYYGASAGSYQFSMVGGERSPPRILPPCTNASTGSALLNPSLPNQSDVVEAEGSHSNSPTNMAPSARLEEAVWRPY
# Target sequence (Q13951 whole entry, looked up): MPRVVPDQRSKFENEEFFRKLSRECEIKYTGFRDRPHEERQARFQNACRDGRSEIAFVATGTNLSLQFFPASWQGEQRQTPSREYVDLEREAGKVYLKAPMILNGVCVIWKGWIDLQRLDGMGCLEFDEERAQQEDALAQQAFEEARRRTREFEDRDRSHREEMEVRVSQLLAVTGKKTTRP
#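 CBF-beta (His) and RUNX1 (biotin), 30 nM each; 20 min preassociation; + compound, 15 min; + beads 50 ng each (Ni, streptavidin), 90 min; RT; AlphaScreen read.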
# HTT cytoprotect = protects HTT-Q103 PC12 cells, measured by ATP; PC12 HTT-Q103 induced, cytoprotection, ATP luminescence, 40 h; Potency, µM (highest dose often 56.4 µM), for inactives: cytoprotection (ATP increase), hits mostly activators; 230,000 tested, 0.14% active; AID 1471;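 also: potency is read from the fitted curve at half-maximal effect; % of control where 0% means no effect; nearly all actives have a fitted effect of over 45% in size; toxic huntingtin expression switched on by the ecdysone agonist tebufenozide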
#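 Cells were plated at 1500 per well in phenol red-free DMEM with 5% equine and 5% calf serum. Tebufenozide (100 nM final) and compounds were added, then ATPlite reagent, and luminescence was read.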
# GAA glycogen = alters human alpha-glucosidase cleavage of glycogen | P10253 | recombinant GAA, glycogen substrate, Amplex Red glucose oxidase fluorescence | Potency, µM (series often up to 76.4 µM), for the others: at the highest dose activity change, negative = inhibition, usual class: inhibitors | 300,000 tested, 0.38% active;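 also: potency is read from the fitted curve at half-maximal effect; 0% = full enzyme reaction and -100% = no-enzyme basal signal; the screen sought inhibitors and activators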
#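 Natural-substrate format: glycogen cleavage by 4 nM human enzyme, glucose read by Amplex Red coupling (Ex 573, Em 610 nm). Normalized to enzyme and no-enzyme controls.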
# Lamin A splicing = modulators of lamin A splicing; 200,000 tested, 0.01% active; HeLa LMNA splicing GFP/RFP minigene ratio, 48 h; Potency, µM (highest dose often 46.1 µM), for inactives: top-dose ratio change, negative = inhibition, usual class: inhibitors; AID 1487; active = well fitted inhibition curve with a large enough effect in the signal ratio, with a control signal flat, not every such curve was filed as active; inconclusive = small, poorly fitted or top-dose-only effect, or effect the other way, or a change in a side signal; the % refers to the signal ratio; also: potency is read from the fitted curve at half-maximal effect; % is scaled to controls: 0 for no effect and ±100 for the full control effect
#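 Read-out is the ratio of GFP to DsRed2 object intensity, acquired by 488 nm laser-scanning cytometry on HeLa lamin A-EGFP minigene reporter cells. Compound incubation 48 hrs at 37 °C in Opti-MEM with 2% FBS; DMSO 0.5% final.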
# GAA spleen mod = lysosomal alpha-glucosidase (human) modulation. P10253. human spleen homogenate, 4-MU-alpha-glucoside fluorescence. Potency, µM (doses to about 79.9 µM), for inactives: at the highest dose activity change, negative = inhibition, usual class: inhibitors. 240,000 tested, 0.006% active;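 also: potency is read from the fitted curve at half-maximal effect; 0% = enzyme with vehicle and -100% = no enzyme basal signal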
#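 Enzyme source: human spleen homogenate, 1 ug/well. Buffer 50 mM citric acid/K phosphate pH 5.0, 0.01% Tween-20. 4-MU-alpha-glucoside 1 mM; 37 C x 40 min; NaOH/glycine stop; fluorescence.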
# GAA inh = blocks human lysosomal alpha-glucosidase; P10253; purified human GAA, 4-MU-alpha-glucoside fluorescence; Potency, µM (doses to about 76.9 µM), for the others: top-dose activity change, negative = inhibition, actives largely listed as inhibitors; 200,000 tested, 0.005% active;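 also: potency is read from the fitted curve at half-maximal effect; plate controls were uninhibited enzyme wells for no effect and no-enzyme background for full effect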
#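 Activity normalized between no-enzyme (basal) and enzyme-only wells. Conditions: 4 nM human enzyme, 400 uM fluorogenic substrate, citrate/phosphate pH 5.0 with Tween-20, 20 min room temperature, compounds up to 77 uM.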
# An asterisk follows results filed as active; ? = inconclusive; / = not tested or not shown; [ ] = dose if it differs, or a comment. Unless noted, calls follow the shape of the dose curve; as a rule, active = well fitted curve in the direction sought with a large enough effect; inconclusive = small, poorly fitted or top-dose-only effect, or another doubt; inactive = no such curve, though single readings can be large; an effect the other way counts as inactive or inconclusive. No enrichment for hits; overall some 1.5% were active at least once.
1: CCc1nnnn1-c1ccc([N+](=O)[O-])cc1C
2: COC(=O)CCS(=O)(=O)c1nc(-c2ccccc2)cc(C(F)(F)F)n1
3: Cn1c(N)c(C(=O)COC(=O)c2ccc(S(=O)(=O)N3CCCCC3)cc2)c(=O)n(C)c1=O
4: Cn1c(=O)c2[nH]c(CN3CCN(Cc4ccccc4)CC3)nc2n(C)c1=O
5: COc1ccccc1C(=O)CSc1n[nH]c(N)n1
6: O=C(CCC1CCCC1)Nc1cccc(Cc2ccncc2)c1
7: CCC(=O)Nc1ccc(Cl)c(NC(=O)c2ccc([N+](=O)[O-])cc2)c1
8: COc1ccc(CC(=O)NNS(=O)(=O)c2ccccc2)cc1OC

assay / compound,1,2,3,4,5,6,7,8
HTT aggregate,/,?,22%,-8%,8%,/,-3%,11%[9.22 µM]
CBFb-RUNX1 inh,4%,0%,12%,1%,4%,4%,1%,3%
HTT cytoprotect,/,-15%,4%,0%,-12%,/,/,4%[10 µM]
GAA glycogen,7%,2%,3%,3%,-1%,4%,8%,-1%
Lamin A splicing,2%[46 µM],?,/,-1%,19%,6%[46 µM],11%,2%[46 µM]
GAA spleen mod,1%,-4%,-3%,-5%,-4%,1%,-8%,5%
GAA inh,7%,-12%,2%,-4%,-8%,1%,5%,-4%

9: COCc1ccc(CN2CCC(CO)(CC3CCCCO3)CC2)o1 (stereo not drawn)
10: CCc1ccc(C(C(=O)NC(C)(C)CC)N(Cc2ccco2)C(=O)Cn2nnc3ccccc32)cc1 (stereo not drawn)
11: COc1ccccc1Nc1ccc(C(=O)NCc2cccs2)cn1
12: Cc1nc(CCNS(=O)(=O)c2cccnc2)cs1
13: COc1cccc(C(C(=O)NC2CCCC2)N(C(=O)c2ccco2)C2CC2)c1OC (stereo not drawn)
14: O=C(CSc1ncccn1)Nc1ncc(C(F)(F)F)cc1Cl
15: O=C(c1ccco1)N1CCN(c2nnc(-c3ccccc3)c3ccccc23)CC1
16: CN(c1ccc([N+](=O)[O-])cc1C(=O)Nc1ccccc1)C1CCCCC1

assay / compound,9,10,11,12,13,14,15,16
HTT aggregate,4%[9.22 µM],-34%,-5%[9.22 µM],4%[9.22 µM],5%,1%,11%[9.22 µM],-1%
CBFb-RUNX1 inh,7%,18%,4%,11%,2%,8%,5%,-20%
HTT cytoprotect,39%[10 µM],14%[1.9 µM],7%[10 µM],1%[10 µM],-11%,-4%,-12%,-25%
GAA glycogen,17%,4%,13%,-1%,1%,-10%,3%,-1%
Lamin A splicing,4%[46 µM],0%,7%[46 µM],/,-10%,?,3%,4%
GAA spleen mod,4%,-5%,-2%,-3%,7%,5%,5%,-1%
GAA inh,4%,-6%,14%,/,-7%,?,6%,-5%

17: Cc1ccc(C(=O)NCc2ccc(N3CCN(C(=O)OC(C)(C)C)CC3)cc2)cc1
18: CC1=C(CO)C(=O)OC([C@@H](C)C2CC[C@H]3C4C[C@H]5O[C@]56[C@@H](O)C=CC(=O)[C@]6(C)C4CC[C@]23C)C1 (stereo partly drawn)
19: CSc1ccccc1NC(=O)Cn1nc([N+](=O)[O-])c(Cl)c1C
20: O=C1CC(=C(c2ccccc2)c2ccccc2)C(=O)N1CCN1CCN(c2cccc(Cl)c2)CC1
21: O=C(CN1C(=O)/C(=C2\SC(=S)N(C3CCS(=O)(=O)C3)C2=O)c2ccccc21)Nc1ccccc1 (stereo not drawn)
22: COc1ccc(C2CC(c3ccc(F)cc3)Nc3nc(N)nn32)cc1OC (stereo not drawn)
23: Cc1cc(C(=O)COC(=O)c2ccccc2O)c(C)n1Cc1cccs1
24: O=C(O)CCCn1c(=O)[nH]c2ccccc2c1=O

assay / compound,17,18,19,20,21,22,23,24
HTT aggregate,5%,?,-6%[9.22 µM],?,-21%,10%,-23%,-3%
CBFb-RUNX1 inh,-2%,12%,-7%,-23%,-1%,0%,-1%,6%
HTT cytoprotect,5%,3.5µM*,6%[10 µM],-77%[inhibitor],0%[10 µM],-1%,-37%,14%
GAA glycogen,4%,-3%,13%,-6%,13%,1%,-12%,13%
Lamin A splicing,-12%,/,0%[46 µM],?,-11%,10%,?,5%
GAA spleen mod,-14%,6%,-14%,-1%,-15%,4%,-4%,2%
GAA inh,0%,/,?,-6%,-1%,-5%[15.4 µM],-11%,0%

25: COC(=O)COc1cccc(NC(=O)COc2ccccc2)c1
26: FC(F)(F)c1ccc(Sc2n[nH]c(C(F)(F)F)n2)nc1
27: O=C(CN1C(=O)c2ccccc2C1=O)Nc1cccc(S(=O)(=O)Nc2ccccc2Cl)c1
28: COc1cc(C2CC(=O)N3CN(Cc4ccco4)CSC3=C2C#N)ccc1OCc1ccccc1 (stereo not drawn)
29: Cc1cc(SCCOc2ccc(Br)cc2)nc(N)n1
30: C=CCOC(=O)C1=C(C)NC(SCC(=O)OCC)=C(C#N)C1c1ccc(C)cc1 (stereo not drawn)
31: Cc1cc(C)c(C(=O)COC(=O)c2cc([N+](=O)[O-])ccc2NCCO)cc1C
32: CCOc1ccc2[nH]c(=O)c(CN(CC3COCCO3)C(=O)C3CC3)cc2c1 (stereo not drawn)

assay / compound,25,26,27,28,29,30,31,32
HTT aggregate,-1%,-4%[9.22 µM],4%,-12%,-22%,-3%,0.014µM*,31%
CBFb-RUNX1 inh,1%,1%,-13%,-22%,0%,5%,-4%,?
HTT cytoprotect,0%,10%[10 µM],/,-7%,6%,-25%,/,1%[10 µM]
GAA glycogen,3%,6%,2%,-3%,-15%,-22%,-3%,-2%
Lamin A splicing,-2%,/,12%,-3%,?,12%,-10%,-7%
GAA spleen mod,0%,-3%,-14%,1%,-5%,-4%,-4%,2%
GAA inh,4%,0%[15.4 µM],-25%,-8%[15.4 µM],-3%,-1%,-2%,?

33: O=c1c(C=Nc2ccc(Oc3ccccc3)cc2)c[nH]n1-c1cccc(Cl)n1
34: O=C(CCC1CCCN(c2ncccn2)C1)NCc1ccc(F)c(F)c1 (stereo not drawn)
35: COc1ccc(C(=O)c2nc3c(n2O)CCCC3)cc1OC
36: COc1ccc(Cl)cc1C(=O)C1CCCN(Cc2cnc(N3CCOCC3)s2)C1 (stereo not drawn)
37: CCc1cccc(C)c1NC(=O)C(c1ccccc1)N1CCC1=O (stereo not drawn)
38: Cc1ccc(NC(=O)Cn2c(/C=C/c3ccccc3)nc3ccccc32)cc1C
39: COc1ccc(CN2C(=O)CN(C3CCCCCC3)C(=O)C2c2ccc(OC)c(OC)c2)cc1 (stereo not drawn)
40: Cc1c2c(c(C)n1C)C(C(=O)NC1CCCCC1)N(Cc1ccccc1)C2=O (stereo not drawn)

assay / compound,33,34,35,36,37,38,39,40
HTT aggregate,9%,-7%[9.22 µM],9%,-1%[9.22 µM],-17%,0%,7%,7%
CBFb-RUNX1 inh,0%,-5%,-3%,2%,2%,7%,-1%,-2%
HTT cytoprotect,-3%,-14%[10 µM],5%[10 µM],2%[10 µM],-35%,18%[10 µM],-17%,-12%
GAA glycogen,0%,20%,-9%,8%,2%,6%,-7%,4%
Lamin A splicing,3%,/,0%,3%[46 µM],-1%,-2%,-5%,14%[9.22 µM]
GAA spleen mod,0%,1%,-5%,1%,9%,5%,-5%,5%
GAA inh,-4%,2%,0%,-6%,-1%,?,12%,-2%

41: COCCCNC(=O)Cn1c(=O)n(CCCCCC(=O)Nc2ccccc2)c(=O)c2sccc21
42: Cc1ccccc1OCC(=O)Nc1cccc2nsnc12
43: O=C1CC2CS(=O)(=O)CC2N1C1CCCCC1 (stereo not drawn)
44: CCN(CC)c1nc2ccccc2[nH]c1=O
45: Cc1cccc2cc(CN(CCCN(C)C)C(=S)NCCc3ccccc3)c(=O)[nH]c12
46: O=C(NC1CC1)C1=C[C@@H](C2CCCCC2)C[C@@H](OCc2ccc(CO)cc2)O1
47: Cc1cc(C)n(-c2nc(NCC(C)O)c3c4c(sc3n2)COC(C)(C)C4)n1 (stereo not drawn)
48: O=C(COC(=O)c1ccncc1)Nc1cc(Cl)c(Cl)cc1Cl

assay / compound,41,42,43,44,45,46,47,48
HTT aggregate,13%,-8%,9%,-7%[9.22 µM],1%[9.22 µM],5%[9.22 µM],-3%,5%
CBFb-RUNX1 inh,-5%,24%,0%,-1%,3%,7%,-2%,-1%
HTT cytoprotect,12%[10 µM],2%[10 µM],-7%,-2%[10 µM],14%[10 µM],12%[10 µM],-25%,-10%
GAA glycogen,2%,9%,7%,2%,-7%,-9%,-7%,3%
Lamin A splicing,-11%,-2%,1%,/,0%[46 µM],/,10%,8%
GAA spleen mod,-1%,-1%,-3%,-3%,7%,-2%,-4%,-8%
GAA inh,4%,?,-3%[15.4 µM],/,-1%,/,-1%,?

49: CC(C)(C)C(=O)NC(=S)NNC(=O)c1ccc(Cl)cc1Cl
50: CCCCOc1ccc(-c2nnc(N)s2)cc1
51: O=C(CCC(=O)NNC(=S)Nc1ccccc1)NCc1ccccc1
52: CCOc1cc2c3c(c1)C1(OCCO1)C(=O)N3C(C)(C)CC2C (stereo not drawn)

assay / compound,49,50,51,52
HTT aggregate,?,-2%,13%,-19%
CBFb-RUNX1 inh,-14%,-2%,1%,3%
HTT cytoprotect,/,/,26%,0%[0.074 µM]
GAA glycogen,?,5%,-29%,-4%
Lamin A splicing,-12%[46 µM],?,13%,2%
GAA spleen mod,1%,0%,-2%,0%
GAA inh,-1%,-8%,-4%,-6%

# Five records picked at random from those above, as already listed:
14: O=C(CSc1ncccn1)Nc1ncc(C(F)(F)F)cc1Cl
48: O=C(COC(=O)c1ccncc1)Nc1cc(Cl)c(Cl)cc1Cl
52: CCOc1cc2c3c(c1)C1(OCCO1)C(=O)N3C(C)(C)CC2C (stereo not drawn)
23: Cc1cc(C(=O)COC(=O)c2ccccc2O)c(C)n1Cc1cccs1
43: O=C1CC2CS(=O)(=O)CC2N1C1CCCCC1 (stereo not drawn)

assay / compound,14,48,52,23,43
HTT aggregate,1%,5%,-19%,-23%,9%
CBFb-RUNX1 inh,8%,-1%,3%,-1%,0%
HTT cytoprotect,-4%,-10%,0%[0.074 µM],-37%,-7%
GAA glycogen,-10%,3%,-4%,-12%,7%
Lamin A splicing,?,8%,2%,?,1%
GAA spleen mod,5%,-8%,0%,-4%,-3%
GAA inh,?,?,-6%,-11%,-3%[15.4 µM]
